# Smad3 FoxH1 inh = Smad3/FoxH1 peptide binding inhibitors, primary screen, biochemical, TR-FRET. inhibition, % at 25 µM. Mothers against decapentaplegic homolog 3 (Homo sapiens), P84022. TR-FRET Smad3/Dy647-FoxH1 peptide binding, europium anti-His. actives 0.29% (n = 88,000);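 active = compounds that reduce the energy-transfer binding signal between the protein and its labelled peptide by more than half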;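 also: 0% = Smad3 plus labelled peptide maximal FRET and 100% = peptide-only background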
# Target sequence (P84022 whole entry, looked up): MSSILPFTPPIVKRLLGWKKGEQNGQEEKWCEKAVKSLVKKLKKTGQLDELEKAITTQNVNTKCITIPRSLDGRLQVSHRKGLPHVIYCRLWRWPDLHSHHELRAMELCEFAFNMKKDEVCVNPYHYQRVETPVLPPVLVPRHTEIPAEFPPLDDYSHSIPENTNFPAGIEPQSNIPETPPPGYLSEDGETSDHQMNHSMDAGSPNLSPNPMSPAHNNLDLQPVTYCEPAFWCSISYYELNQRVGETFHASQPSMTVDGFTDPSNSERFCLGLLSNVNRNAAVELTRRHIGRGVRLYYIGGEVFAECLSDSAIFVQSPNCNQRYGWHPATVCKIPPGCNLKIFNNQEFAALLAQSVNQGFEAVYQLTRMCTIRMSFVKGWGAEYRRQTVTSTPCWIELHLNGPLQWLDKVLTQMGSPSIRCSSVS
# MT1-MMP txn act = MT1-MMP promoter reporter activation – cell-based, luciferase luminescence, primary screen; HT1080 MT1-MMP promoter luciferase reporter, overnight; stronger effect = higher value; activation factor at 10 µM; actives 0.16% (n = 86,000); AID 750, 2007;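 active = activation factor of at least 2 for MT1-MMP transcription at 10 µM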
# hDAT+cocaine = changed hDAT dopamine uptake under cocaine IC80, either direction, primary screen, cocaine antagonist project, cell-based, LLC-PK1 hDAT, [14C]-dopamine uptake, MLSMR | actives 1.3% (n = 110,000) | LLC-PK1 hDAT cells, [14C]-dopamine uptake with cocaine IC80; actives deviate in either direction | B-score at 10 µM;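 active = Z score or B-score, a plate-position-corrected score, falls beyond the plate's 99.7% confidence bounds, in either direction; inactive = both scores lie inside the 99.7% bounds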;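 also: scored against the spread of the other compound wells on the same plate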
# Target sequence (Q01959 whole entry, looked up): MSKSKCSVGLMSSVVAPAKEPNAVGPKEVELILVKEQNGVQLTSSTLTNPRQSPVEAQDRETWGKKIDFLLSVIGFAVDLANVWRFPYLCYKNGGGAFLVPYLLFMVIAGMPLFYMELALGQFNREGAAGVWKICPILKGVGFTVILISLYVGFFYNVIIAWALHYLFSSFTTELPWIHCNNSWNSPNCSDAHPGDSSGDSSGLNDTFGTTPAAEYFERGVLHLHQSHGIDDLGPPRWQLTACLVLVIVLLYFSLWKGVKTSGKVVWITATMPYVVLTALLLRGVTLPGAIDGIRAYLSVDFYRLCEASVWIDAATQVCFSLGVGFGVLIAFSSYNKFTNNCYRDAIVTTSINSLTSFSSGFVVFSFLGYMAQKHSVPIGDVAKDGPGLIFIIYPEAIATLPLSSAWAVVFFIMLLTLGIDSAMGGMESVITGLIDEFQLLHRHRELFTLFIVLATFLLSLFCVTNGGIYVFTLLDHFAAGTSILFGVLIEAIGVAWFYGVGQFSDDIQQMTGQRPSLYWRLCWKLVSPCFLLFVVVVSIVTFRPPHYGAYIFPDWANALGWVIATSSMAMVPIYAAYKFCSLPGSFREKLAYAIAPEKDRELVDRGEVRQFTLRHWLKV
# VCAM1 TNFa inh = inhibitors of TNFa-induced VCAM1 expression, primary screen, imaging, HUVEC, TNFa stimulus, immunofluorescence | actives 0.48% (n = 95,000) | HUVEC TNFa-induced VCAM-1 immunofluorescence, high-content imaging | AID 802, 2007 | inhibition, % at 2 µM;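 active = inhibition above the batch mean plus 3 SD, with images confirmed as a hit by eye, cut at about 37% in these data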;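 also: 0% = TNF-stimulated DMSO wells and 100% = unstimulated control wells; not every result past the cut was called active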
# Candida biofilm = clotrimazole potentiators killing Candida biofilms, primary screen, with clotrimazole, Alamar Blue | C. albicans biofilm + clotrimazole | inhibition, % at 6 µM | actives 0.14% (n = 85,000) | AID 834, 2007;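 active = inhibition above 20%; inactive = inhibition below 20%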;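 also: preformed 24 hr biofilms exposed to compound for 48 hr; 0% = biofilm without compound and 100% = blank killed by clotrimazole plus chlorhexidine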
# TNFa cytotox = cytotoxicity in TNFa-stimulated HUVEC, primary screen, cytotoxicity control for VCAM1 expression modulator project, imaging, Hoechst nuclei count; HUVEC TNFalpha-stimulated, Hoechst cell count; cell count reduction, % at 2 µM; actives 0.17% (n = 93,000);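 active = cell count reduction exceeding the screen mean by over 5 SD, scaled to untreated wells per plate, cut at about 78% in these data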;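 also: cells counted after 24 h of TNF alpha exposure following the 1 h pretreatment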
# HUVEC tox IL1B = cytotoxicity in IL-1B stimulated HUVEC, primary screen, cytotoxicity control for IL-1B NFkB translocation project, imaging, Hoechst nuclear count, IL-1B stimulus | cell count reduction, % at 2 µM | HUVEC cell count loss | AID 845, 2007 | actives 0.41% (n = 94,000);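 active = cell count reduction more than 3 SD above the screen-wide mean, cut at about 70% in these data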;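 also: normalized per plate to untreated control cells as the no-loss baseline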
# F-actin modifier = modifiers of F-actin cytoskeleton organization, primary screen, imaging, HUVEC, phalloidin staining, high-content imaging | actives 0.18% (n = 91,000) | AID 836, 2007 | inhibition, % at 2 µM | HUVEC TNFa F-actin phalloidin imaging;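 active = inhibition above the batch mean plus 3 SD and confirmed as a hit by visual image inspection, cut at about 30% in these data, passing the limit was not always enough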; also: strong numbers were not always called active
# PTPN22 inh 2 = PTPN22 phosphatase inhibitors, primary screen, biochemical, DiFMUP fluorescence, 2 µM; Tyrosine-protein phosphatase non-receptor type 22 (Homo sapiens), Q9Y2R2; recombinant LYP catalytic domain; inhibition, % at 2 µM; actives 0.21% (n = 96,000);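 active = inhibition at 2 µM at or above a set limit, the screen mean plus 3 SD, cut at about 24% in these data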;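 also: 0% = DMSO with enzyme and 100% = enzyme fully blocked by orthovanadate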
# Numbers without * were called inactive; · = not tested or not shown; [ ] = remark or other dose. Some of the compounds tested; rates above refer to the full screens.
1: Clc1ccc(C2=Nn3c(nnc3-c3cccs3)SC2)cc1
2: COc1ccccc1C(=O)Nc1nc2nc(-c3ccccc3)cc(=O)n2[nH]1
3: c1ccc(CNn2c(N3CCOCC3)nc3ccccc32)cc1
4: CC(=O)N1CCN(S(=O)(=O)c2ccc(C)cc2)C1c1ccc(N(C)C)cc1 (stereo unspecified)
5: Cc1cc(NC(=O)c2ccco2)ccc1NC(=O)Cc1cccs1
6: CCOC(=O)N1CCN(CC(O)COCc2ccc(Cl)cc2)CC1 (stereo unspecified)
7: O=c1[nH]nc(Cc2ccc(-c3cccc(Cl)c3)o2)c2ccccc12
8: COc1ccc(NC(=O)C23CCC(C)(C(=O)C2)C3(C)C)cc1 (stereo unspecified)
9: COc1ccc(NC(=O)c2cnc3n(c2=O)CCS3)cc1OC
10: Cc1ccc(S(=O)(=O)NCCC(=O)NCc2ccccc2)cc1

assay / entry	1	2	3	4	5	6	7	8	9	10
Smad3 FoxH1 inh	-9	-16	12[fluorescence artefact?]	2	-12	-17	·	3	5	-6
MT1-MMP txn act	1	1.1	1	1.1	1.3	0.9	·	1.2	1.4	1.2
hDAT+cocaine	-0.15	-0.026	-0.46	0.066	-0.73	-0.25	-0.37	-0.52	-0.59	-0.33
VCAM1 TNFa inh	-10	3	5	10	4	-15	12	11	·	2
Candida biofilm	7	1	3	3	3	1	·	6	-1	5
TNFa cytotox	-23	-3	6	-16	-1	11	-22	-36	·	-39
HUVEC tox IL1B	-1	9	-35	-7	-23	14	-9	-7	·	-30
F-actin modifier	4	10	-17	0	3	4	30	2	·	20
PTPN22 inh 2	0	-11	-7	-5	-12	4	0	-10	·	-7

11: Cc1ccnc2nc(C(=O)Nc3nnc(CC(C)C)s3)nn12
12: CC(C)Cn1c(N)c(C(=O)CSc2nnnn2C)c(=O)n(C)c1=O
13: O=C(O)c1ccc(S(=O)(=O)Nc2ccc(F)c(Cl)c2)cc1
14: Cc1ccc(N(C(=O)Cn2nnc(-c3ccc(F)cc3)n2)C(CC(C)C)C(=O)NCC2CCCO2)cc1 (stereo unspecified)
15: COc1cccc(OCCN2CCN(c3ncnc4c3cnn4-c3ccccc3)CC2)c1
16: C=CCSc1nnc(-c2nnc(SCC=C)n2-c2ccccc2)n1-c1ccccc1
17: O=S(=O)(c1ccc(S(=O)(=O)N(Cc2ccc(F)cc2)C2CCCC2)cc1)N1CCCC1
18: CC(NC(=O)COc1ccc(Br)cc1)C(=O)O (stereo unspecified)
19: CCN1CCN(Cc2nc3c(c(=O)n(C)c(=O)n3C)n2Cc2cccc3ccccc23)CC1
20: CCOC(=O)N1CCC(=NNS(=O)(=O)c2cccc([N+](=O)[O-])c2)CC1

assay / entry	11	12	13	14	15	16	17	18	19	20
Smad3 FoxH1 inh	·	10	7	·	-4	2	6	-1	3	·
MT1-MMP txn act	·	1.2	1	·	1.2	1.1	1	1	1.1	·
hDAT+cocaine	-0.32	-0.00013	-0.066	-0.21	0.63	0.69	-0.67	-0.86	2.3	-1
VCAM1 TNFa inh	2	12	5	5	6	6	·	-2	-8	-7
Candida biofilm	·	7	7	·	5	5	3	-1	8	·
TNFa cytotox	-1	-6	-4	-1	-33	-8	·	-19	-29	-14
HUVEC tox IL1B	-4	-6	-30	-31	-2	-16	·	-14	-15	-7
F-actin modifier	-14	18	-11	-3	-3	-5	·	16	1	14
PTPN22 inh 2	1	13	-6	2	-10	-3	·	14	2	11

21: N#C/C(=C\c1ccc(Cl)cc1)c1nc2ncccc2[nH]1
22: O=C(CCCN1C(=O)c2ccccc2C1=O)NCc1cccnc1
23: Cc1ccc2c(c1)sc1nc(=O)n(-c3ccc(Cl)c(Cl)c3)c(=O)n12
24: O=C(c1ccccc1)N1CCOC12CCN(c1ncc(C(F)(F)F)cc1Cl)CC2
25: Cc1cccc(C(=O)Nc2ccc(C)c(OC(=O)c3cccc(C)c3)c2)c1
26: CCCc1nnc(NC(=O)C(CC)OC(=O)c2cc(C)nc3ccccc23)s1 (stereo unspecified)
27: COc1ccc(/C=N\NS(=O)(=O)c2ccc(C)cc2)cc1COc1ccccc1[N+](=O)[O-]
28: CCCCn1nnc(NC(=O)CCC)n1
29: CCOc1ccc(C(C)=O)cc1CSc1nnc(-c2cccs2)n1CC1CCCO1 (stereo unspecified)
30: CSc1ccc(Cl)c(C(=O)NCCOc2cc(C(C)C)ccc2C)c1

assay / entry	21	22	23	24	25	26	27	28	29	30
Smad3 FoxH1 inh	·	-2	·	2	·	·	4	14	2	·
MT1-MMP txn act	·	1.2	·	·	·	·	1.1	1.2	1.2	·
hDAT+cocaine	-0.077	-0.69	-1.4	-1.8	-0.097	2.5	-0.24	-0.013	0.65	-0.18
VCAM1 TNFa inh	8	6	-2	-10	-2	-17	17	-9	-2	-11
Candida biofilm	·	2	·	6	·	·	8	5	10	·
TNFa cytotox	-16	-11	3	6	-7	-32	-15	-2	-37	-39
HUVEC tox IL1B	·	-6	15	10	27	-21	-30	-8	-39	-7
F-actin modifier	7	0	-5	-11	-2	5	-5	6	15	-10
PTPN22 inh 2	5	-4	2	10	23	10	3	8	-9	12

31: O=S(=O)(N/N=C\c1c(F)cccc1Cl)c1ccc(Cl)cc1
32: CN(c1ccc(S(=O)(=O)N2CCOCC2)cn1)C1CCCCC1
33: Cc1cc(-c2nnc3n2N=C(C(C)(C)C)CS3)n[nH]1
34: CCN(CC)c1ccc(NC(=O)c2cccnc2)c(C)c1
35: CCSc1nnc(NC(=O)CSc2nccn2-c2cccc(C)c2)s1
36: C=CCn1c(COc2ccc(Cl)cc2)nnc1SCc1ccc(C#N)cc1
37: COc1ccc(OC)c(NS(=O)(=O)c2ccc3c(c2)n(C)c(=O)n3C)c1
38: COC(=O)c1cc(OC)c(OC)cc1NC(=O)c1ccc(C)cc1
39: N#C/C(=C(/O)COc1cccc2ccccc12)c1nc2ccccc2[nH]1
40: COc1ccccc1C/C(N)=N/OC(=O)COc1ccc2ccccc2c1

assay / entry	31	32	33	34	35	36	37	38	39	40
Smad3 FoxH1 inh	·	9	6	-21	1	-2	0	-11	·	·
MT1-MMP txn act	·	1.3	1	1.1	·	1	0.9	1.2	·	·
hDAT+cocaine	-0.49	-1.1	0.17	-0.027	0.58	-0.48	0.91	1.8	-0.16	0.64
VCAM1 TNFa inh	12	-5	-4	15	-11	-2	18	21	30	22
Candida biofilm	·	0	8	5	6	5	7	8	·	·
TNFa cytotox	12	-14	-26	-11	2	12	-4	-78	-4	·
HUVEC tox IL1B	-24	·	18	-12	2	-19	-6	-13	-26	13
F-actin modifier	10	-1	-29	11	6	35	16	·	-7	28
PTPN22 inh 2	6	-2	-7	-1	1	1	3	-10	0	14

# Among those listed so far, three contain a cyano group:
21: N#C/C(=C\c1ccc(Cl)cc1)c1nc2ncccc2[nH]1
36: C=CCn1c(COc2ccc(Cl)cc2)nnc1SCc1ccc(C#N)cc1
39: N#C/C(=C(/O)COc1cccc2ccccc12)c1nc2ccccc2[nH]1

assay / entry	21	36	39
Smad3 FoxH1 inh	·	-2	·
MT1-MMP txn act	·	1	·
hDAT+cocaine	-0.077	-0.48	-0.16
VCAM1 TNFa inh	8	-2	30
Candida biofilm	·	5	·
TNFa cytotox	-16	12	-4
HUVEC tox IL1B	·	-19	-26
F-actin modifier	7	35	-7
PTPN22 inh 2	5	1	0

# Next part:
41: COc1nc(NC23CC4CC(CC(C4)C2)C3)nc(OC)n1
42: COc1ccccc1N1CCN(C(=O)CSc2ccc3c(C)cc(C)nc3n2)CC1
43: CC(NS(=O)(=O)c1ccc(CCC(=O)NCC2CCCO2)cc1)c1ccccc1 (stereo unspecified)
44: O=C(CSCc1ccco1)c1ccc(Cl)s1
45: CC(C)n1c(SC2CCOC2=O)nc2ccccc21 (stereo unspecified)
46: CCOC(=O)N1CCN(C(=O)CSc2nnc(Cc3cccn3C)n2CCc2ccccc2)CC1
47: O=C1c2ccccc2C(=O)N1CCCc1nc2ccccc2c(=O)n1Cc1ccco1
48: C=CCN=c1sc(C(=O)OC)cc(=O)n1CC=C
49: C=CCn1c(SCC(=O)N2CCCC2)nc2scc(-c3cccs3)c2c1=O
50: CCOC(=O)c1nnn(-c2nonc2N)c1CSc1ccccc1

assay / entry	41	42	43	44	45	46	47	48	49	50
Smad3 FoxH1 inh	·	-4	-6	-2	7	-4	-5	·	·	-15
MT1-MMP txn act	·	1	1	1.2	1.1	1.2	1.1	1	·	1
hDAT+cocaine	0.54	-1.3	-0.039	-0.034	-0.079	0.45	1	0.48	·	-0.72
VCAM1 TNFa inh	0	5	5	6	9	-3	4	-4	19	5
Candida biofilm	·	0	9	10	7	2	3	·	·	-1
TNFa cytotox	1	-3	-20	-20	-27	-19	-18	-1	-32	2
HUVEC tox IL1B	4	-5	-15	-28	5	18	6	15	7	-6
F-actin modifier	-2	5	-9	-1	-46	-1	17	14	13	-9
PTPN22 inh 2	-6	-5	-3	3	0	-3	-6	4	12	-10

51: C=CCn1c(CCCNC(=O)CCC)nc2ccccc21
52: CC(=O)c1ccc(OCCCN2CCCCC2)cc1
53: CSc1nc2nc(C(F)(F)F)cc(-c3ccccc3)n2n1
54: CS(=O)(=O)c1ccc2nc(NC(=O)c3cccs3)sc2c1
55: O=C(Nc1nccs1)c1cc2sccc2n1Cc1ccc(F)cc1
56: O=C(CSc1nnc(-c2ccccc2)o1)n1c2c(c3ccccc31)CCCC2
57: Cc1ccc(C(=O)n2nc(-c3ccco3)nc2N)cc1
58: CCOC(=O)NC1(C(F)(F)F)C(=O)N(Cc2ccccc2)C2=C1C(=O)CC(C)(C)C2 (stereo unspecified)
59: Cc1cccc(-n2c(N)cc(=O)nc2SCC(=O)Nc2cc(C)on2)c1
60: CNC(=O)c1ccc(OC2CSC2)cc1
61: CCc1nnc(NC(=O)CSc2nc3ccccc3s2)s1
62: CC(=O)NC(CCS(C)(=O)=O)C(=O)N1CCc2ccccc21 (stereo unspecified)
63: Cc1ccc(OCC(=O)NCC(=O)n2nc(C)cc2C)cc1

assay / entry	51	52	53	54	55	56	57	58	59	60	61	62	63
Smad3 FoxH1 inh	-9	-9	8	-6	·	16	3	-7	-16	-4	5	2	·
MT1-MMP txn act	1.3	1	1.2	0.2	1.2	1	1.2	1.2	1.1	·	1.1	1.1	1.2
hDAT+cocaine	0.044	0.37	1.9	0.28	0.85	0.021	-1.1	-0.071	0.54	0.31	-0.69	-0.21	·
VCAM1 TNFa inh	0	16	16	-6	10	4	0	1	·	11	-2	3	-2
Candida biofilm	-2	-2	0	7	·	6	7	4	-2	8	-2	-1	·
TNFa cytotox	-5	-13	-2	-10	-10	-7	22	-6	·	-32	-12	2	-17
HUVEC tox IL1B	12	-19	-4	-18	-11	·	10	-15	·	-24	-46	34	5
F-actin modifier	-14	0	-11	-11	4	-3	·	20	·	10	7	-11	20
PTPN22 inh 2	10	2	-5	-18	6	8	29*	2	·	-3	-4	2	2

# Screens as filed in PubChem BioAssay.
